# M18AAP inhibitor: blocks P. falciparum M18 aspartyl aminopeptidase; recombinant PfM18AAP, H-Glu-NHMec fluorogenic cleavage; inhibition, % at 7.35 µM; 1.2% of 290,000 active;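 active = inhibition above the campaign mean inhibition over all tested compounds plus 3 SD, cut at about 28% in these data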;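 also: 0% = plate median of test compound wells and 100% = 2 mM ZnCl2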
# MEKK2wt PB1 HTS: raises or lowers MEK5 binding to wildtype human MEKK2 PB1 domain; Q9Y2U5; binding response (% of control), % at 10 µM; bead flow cytometry, Alexa488-MEK5 binding to MEKK2 WT; actives lie on both sides; 1.1% of 290,000 active; in the data active = binding response below about 67% or above about 130%
# V1aR counter: counter-screen for oxytocin receptor agonists: human V1a receptor agonists. P37288. CHO-V1R cells, Fluo-8 calcium fluorescence, agonist mode; 0% DMSO, 100% 3 nM vasopressin. activation, % at 3 µM. 0.25% of 320,000 active. AID 2797;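 active = activation above the mean activation of all tested compounds plus 3 SD, per screening run, cut at about 20% in these data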;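 also: signal is peak over basal fluorescence ratio across a 100 second FLIPR read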
# Target sequence (P37288 whole entry, looked up): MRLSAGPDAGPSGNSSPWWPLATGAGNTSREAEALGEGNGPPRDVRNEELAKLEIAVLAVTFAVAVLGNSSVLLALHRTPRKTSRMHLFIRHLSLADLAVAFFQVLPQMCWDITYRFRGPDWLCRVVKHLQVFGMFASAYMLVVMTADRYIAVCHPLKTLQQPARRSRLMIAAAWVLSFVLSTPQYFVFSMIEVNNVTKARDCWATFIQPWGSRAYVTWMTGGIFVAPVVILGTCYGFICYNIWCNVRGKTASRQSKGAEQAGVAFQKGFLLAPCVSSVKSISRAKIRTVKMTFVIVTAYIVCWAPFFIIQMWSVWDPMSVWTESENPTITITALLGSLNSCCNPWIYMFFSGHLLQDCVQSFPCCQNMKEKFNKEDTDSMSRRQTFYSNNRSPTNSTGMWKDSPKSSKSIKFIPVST
# OXTR ag: human OXTR agonism; P30559; activation, % at 3 µM; CHO-OTR cells, Fluo-8 calcium fluorescence; normalized: DMSO 0%, oxytocin 100%; 0.32% of 320,000 active;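 active = activation above the mean of all tested compounds plus 3 SD, cutoff set per screening run, cut at about 20% in these data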;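 also: peak over basal fluorescence ratio from a 100 s FLIPR kinetic read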
# NALP1 yeast inh: inhibitors of NALP1 inflammasome in yeast | S. cerevisiae NALP1/ASC/caspase-1 growth, X-gal OD620, 72 h | inhibition, % at 10 µM | 0.61% of 280,000 active | AID 2071; in the data active = inhibition mostly above about 24%, no sharp cut-off; inactive = mostly below about 32%; also: some compounds called inactive have numbers as strong as hits
# OXTR potentiator: human OXTR potentiation; 0.061% of 320,000 active; AID 2445; CHO-OTR cells, Fluo-8 calcium fluorescence, potentiator mode; 0% = oxytocin EC15, 100% = EC100; activation, % at 3 µM; P30559;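 active = activation above that plate's cutoff, the mean activation of tested compounds plus 3 SD, cut at about 6.6% in these data, passing the limit was not always enough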;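 also: 100% uses oxytocin at 75 nM as the full agonist control; some results filed as inactive read as strong as hits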
#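 assay system = CHO-OTR cells, human receptor | schedule = compound 6 min at room temperature before oxytocin, 100 s read | detection = Fluo-8 intracellular calcium fluorescence, ex 470-495, em 515-575 nm | evaluation = normalized max/min fluorescence ratio, % activation | control set = EC15 oxytocin alone as 0%, 75 nM oxytocin (EC100) as 100%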
# GPR7 antag: blocks human GPR7 receptor signaling; P48145; GPR7-expressing cells, fluorescence antagonist assay; inhibition, % at 4.4 µM; 1.1% of 290,000 active; in the data active = inhibition above about 16%, passing the limit was not always enough;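 also: cells stimulated with the agonist NPW; 0% = agonist with vehicle and 100% = vehicle without agonist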
# Target sequence (P48145 whole entry, looked up): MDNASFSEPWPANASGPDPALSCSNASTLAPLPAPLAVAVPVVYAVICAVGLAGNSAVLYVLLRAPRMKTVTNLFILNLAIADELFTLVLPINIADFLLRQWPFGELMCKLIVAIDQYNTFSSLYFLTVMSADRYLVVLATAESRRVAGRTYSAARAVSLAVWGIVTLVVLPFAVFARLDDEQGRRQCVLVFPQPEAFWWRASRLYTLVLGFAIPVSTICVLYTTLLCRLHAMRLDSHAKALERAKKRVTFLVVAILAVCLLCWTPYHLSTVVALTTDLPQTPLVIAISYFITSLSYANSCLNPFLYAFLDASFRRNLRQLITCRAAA
# GalR3 antag: antagonists of human GalR3. inhibition, % at 3 µM. HEK293 GalR3-CNG cAMP membrane potential fluorescence; galR3 body fused to GalR1 C-terminus. 0.44% of 360,000 active. O60755. AID 651719;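 active = inhibition above the screen-wide average plus 3 SD, cut at about 13% in these data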;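 also: forskolin and galanin both at EC90 stimulate the cells; cAMP rise reported by CNG channel membrane potential dye signal; 0% = forskolin plus galanin with DMSO and 100% = forskolin alone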
# Target sequence (O60755 1-299 limits assumed): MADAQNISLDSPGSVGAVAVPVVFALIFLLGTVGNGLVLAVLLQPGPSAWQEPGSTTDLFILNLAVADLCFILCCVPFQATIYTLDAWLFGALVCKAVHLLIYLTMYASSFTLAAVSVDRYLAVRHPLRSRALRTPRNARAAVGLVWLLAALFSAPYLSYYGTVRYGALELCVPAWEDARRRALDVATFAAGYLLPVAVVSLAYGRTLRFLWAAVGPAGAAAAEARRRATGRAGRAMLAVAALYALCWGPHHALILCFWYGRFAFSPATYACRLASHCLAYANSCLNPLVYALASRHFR
# MEKK2mut PB1 HTS: signal of MEK5 binding to mutant human MEKK2 PB1 domain; percent response, % at 10 µM; bead flow cytometry, Alexa488-MEK5 binding to MEKK2 mutant; 0.35% of 290,000 active; in the data active = percent response above about 24%, passing the limit was not always enough; also: inactives centre near 1; some results filed as inactive read as strong as hits
# * = called active by the depositor; . = not tested or not shown.
# Preview:
SMILES,M18AAP inhibitor,MEKK2wt PB1 HTS,V1aR counter,OXTR ag,NALP1 yeast inh,OXTR potentiator,GPR7 antag,GalR3 antag,MEKK2mut PB1 HTS
CN1C(CC(=O)Nc2ccc(Br)cc2)c2ccccc2CC1(C)C (configuration not stated),0,116,0.9,0.8,34*,-8,7,-5,0
Cc1ccc(C(=O)CCC(=O)N2CCC(C(N)=O)CC2)cc1,0,99,0.6,-0.5,2,-4,-7,-6,0
CC1(C)C=C2C(=NN(c3ccccc3)C(N)=C2C#N)CO1,11,106,0.0,0.5,-46,1,-9,-10,4
FC(F)(F)c1ccccc1NC(=S)Nn1cnnc1,75*,108,.,.,-7,.,-15,-4,6
O=C(CSc1nnc(-c2ccc(Br)cc2)o1)Nc1cccc(C(=O)O)c1,7,101,0.9,0.2,4,1,-4,2,2
CC(=O)Nc1ccc(S(=O)(=O)N(C)CC(=O)OCC(=O)NCc2ccco2)cc1,.,.,-0.1,1.6,.,-5,.,-3,.
O=C(Nc1ccccc1C(=O)N1CCNCC1)c1ccco1,6,100,-0.2,-0.2,-35,-5,-12,.,4
COc1ccc(OC)c(S(=O)(=O)NCC2CCCO2)c1 (configuration not stated),-12,98,-0.5,-0.4,2,-2,-9,-4,-2
O=C(CCNc1cccc(F)c1)c1cccc([N+](=O)[O-])c1,-2,103,-0.9,-1.3,-5,-16,-2,-3,6
O=C1Cc2cc(S(=O)(=O)N3CCN(c4ccccc4)CC3)ccc2N1,3,100,-1.1,0.5,-1,-7,5,.,0
COc1cc(CNC(C)C)c(Br)cc1OC1CCCC1,-1,105,1.6,0.5,7,-8,-12,4,1
Cc1noc(C)c1COc1cccc(C(=O)N2CCc3ccccc32)c1,-1,79,-1.3,-2.4,6,-10,6,-6,-12
COC(=O)c1ccc(/C=C(/NC(=O)c2ccccc2)C(=O)N2CCOCC2)cc1,2,99,1.5,1.2,8,-4,-12,-9,2

# The listing, from the start:
SMILES,M18AAP inhibitor,MEKK2wt PB1 HTS,V1aR counter,OXTR ag,NALP1 yeast inh,OXTR potentiator,GPR7 antag,GalR3 antag,MEKK2mut PB1 HTS
CN1C(CC(=O)Nc2ccc(Br)cc2)c2ccccc2CC1(C)C (configuration not stated),0,116,0.9,0.8,34*,-8,7,-5,0
Cc1ccc(C(=O)CCC(=O)N2CCC(C(N)=O)CC2)cc1,0,99,0.6,-0.5,2,-4,-7,-6,0
CC1(C)C=C2C(=NN(c3ccccc3)C(N)=C2C#N)CO1,11,106,0.0,0.5,-46,1,-9,-10,4
FC(F)(F)c1ccccc1NC(=S)Nn1cnnc1,75*,108,.,.,-7,.,-15,-4,6
O=C(CSc1nnc(-c2ccc(Br)cc2)o1)Nc1cccc(C(=O)O)c1,7,101,0.9,0.2,4,1,-4,2,2
CC(=O)Nc1ccc(S(=O)(=O)N(C)CC(=O)OCC(=O)NCc2ccco2)cc1,.,.,-0.1,1.6,.,-5,.,-3,.
O=C(Nc1ccccc1C(=O)N1CCNCC1)c1ccco1,6,100,-0.2,-0.2,-35,-5,-12,.,4
COc1ccc(OC)c(S(=O)(=O)NCC2CCCO2)c1 (configuration not stated),-12,98,-0.5,-0.4,2,-2,-9,-4,-2
O=C(CCNc1cccc(F)c1)c1cccc([N+](=O)[O-])c1,-2,103,-0.9,-1.3,-5,-16,-2,-3,6
O=C1Cc2cc(S(=O)(=O)N3CCN(c4ccccc4)CC3)ccc2N1,3,100,-1.1,0.5,-1,-7,5,.,0
COc1cc(CNC(C)C)c(Br)cc1OC1CCCC1,-1,105,1.6,0.5,7,-8,-12,4,1
Cc1noc(C)c1COc1cccc(C(=O)N2CCc3ccccc32)c1,-1,79,-1.3,-2.4,6,-10,6,-6,-12
COC(=O)c1ccc(/C=C(/NC(=O)c2ccccc2)C(=O)N2CCOCC2)cc1,2,99,1.5,1.2,8,-4,-12,-9,2
CCOc1ccc(C(=O)Nc2ccc(S(=O)(=O)Nc3cc(C)on3)cc2)cc1,6,96,0.3,-1.1,-8,-4,-12,-10,2
O=C(c1cccc(Cl)c1)N1CCC(=O)N(C(COCc2ccccc2)Cc2ccccc2)CC1 (configuration not stated),-2,94,-1.0,-1.1,34,-10,1,-6,-4
CCOc1ccc(N2C(=O)CC(N3CCC(O)(c4ccc(Br)cc4)CC3)C2=O)cc1 (configuration not stated),-90,102,8.8,9.4,-2,-17,-5,-3,3
Cc1ccc(NC(=O)C(=O)NCCCN2CCCC2=O)cc1,.,.,1.0,-0.1,.,0,.,-3,.
O=c1[nH]c(SCc2ccc(F)cc2Cl)nc2ccccc12,0,95,0.2,-1.6,6,-21,3,-4,-6
Cc1ccc(NC(=O)CSc2nc(=O)n3cc(C)ccc3n2)c(C)c1,.,.,-0.1,-0.3,.,-4,.,-5,.
CC1(C)Cc2c(c(-c3ccco3)nc3sc4c(NCCN5CCOCC5)ncnc4c23)CO1,1,102,0.3,0.5,7,-6,-3,3,0
Cc1ccc(C(=O)C(C(=O)/C=C/c2ccccc2)=C2SCCCS2)cc1,9,90,1.0,0.2,5,-3,-13,4,2
COc1cc(Cl)c(C)cc1NC(=O)CSc1ccc(C)cc1,0,107,0.3,-0.5,5,-9,-1,.,2
Cc1ccc(NC(=O)COC(=O)[C@@H]2CCCN2C(=O)c2cccs2)cc1S(=O)(=O)N(C)C,3,76,0.2,-0.1,.,-3,8,-3,-5
CC1(OC(=O)c2ccc(Cl)nc2)C(=O)C=C2C=C(c3ccsc3)OC=C2C1=O (configuration not stated),.,91,1.9,2.2,.,6,.,.,0
O=C(NCCN1CCCCC1)c1c(O)c2ccccc2[nH]c1=O,-2,116,1.6,0.2,-4,-3,2,2,3
CNC(=O)/C(C#N)=C/c1c(F)cccc1Cl,-2,97,0.5,0.3,47*,1,-1,5,-2
COC(=O)Cc1csc(Nc2ccc(Cl)cc2)n1,-10,93,-1.5,-1.8,17,0,0,-3,-4
O=C(Nc1cccc(C(F)(F)F)c1)C1CCN(S(=O)(=O)c2ccc(N3CCCC3=O)cc2)CC1,4,100,15,12,7,-8,16,-4,4
CCn1ccnc1C(O)c1cccc(OC)c1 (configuration not stated),-2,105,0.2,1.1,4,-8,-7,-3,8
COc1ccc(S(=O)(=O)N2CCN(C(=O)c3cc(C)nc4ccccc34)CC2)cc1OC,.,.,0.6,-0.2,.,-4,.,-1,.
CCn1c(SCc2ccc(OC)c(F)c2)nc2ccccc2c1=O,-2,93,3.2,0.7,17,-10,-4,-8,-8
CCc1ccc2nc(N=C(N)N)nc(C)c2c1,-10,104,-0.3,0.6,12,-16,-16,-7,2
COc1ccccc1NC(=O)N(Cc1cc2cc(OC)c(OC)cc2[nH]c1=O)CC1CCCO1 (configuration not stated),2,101,0.9,-1.1,1,-11,-10,1,2
Fc1ccc(-c2csc3ncnc(Cl)c23)cc1,8,117,-0.3,-2.2,18,-11,-2,-1,14
Cc1ccc(O)c(C(=O)c2cnn(C(=O)Cc3csc(C)n3)c2)c1,10,107,0.9,-0.8,-2,-6,-2,-4,11
O=C(Nc1ccc(F)cc1)Nc1ccc2c(c1)CCC2,-1,106,1.0,1.5,18,-11,-10,-1,3
Cc1cccc(NC(=O)CSCC(=O)N2CCN(Cc3ccc4c(c3)OCO4)CC2)c1,.,.,2.2,0.3,.,-5,.,-4,.
CCC(=O)NNc1ccc(Br)cc1,7,101,0.6,-0.4,-4,10,-2,-5,4
CC(C)CNC(=O)c1cc2nc(C3CC3)cc(C(F)(F)F)n2n1,-8,98,-0.5,-0.8,.,-12,-3,-4,1
COc1ccc(NC(=O)CN(c2ccccc2F)S(=O)(=O)c2ccc(C)cc2)cc1,5,103,-0.8,-2.0,29,-18,-16,-4,1
COc1ccc(C)cc1N(C(=O)COc1cccc(F)c1)c1nc2ccccc2s1,2,108,-0.5,-1.6,21,-8,-2,-2,1
CC(=O)c1ccc(S(=O)(=O)NCc2ccc(C(=O)NCC(c3ccccc3)N(C)C)cc2)cc1 (configuration not stated),-5,123,1.4,0.1,10,-10,-8,7,11
CCCc1ccc(OCc2ccc(C(=O)O)o2)c(OC)c1,-12,107,0.4,0.5,32,-2,-5,-3,9
COCCCn1c(SCC(=O)O)nc2cc(OC)c(OC)cc2c1=N,-8,95,0.7,0.8,-1,-14,-9,-5,1
COc1ccc(C(C)=O)cc1CSc1nc2ccccc2c(=O)n1-c1ccccc1C,43*,98,2.7,-1.3,38,-7,18,-6,-1
Cc1cc(Cl)ccc1OCCCC(=O)NNC(=O)c1ccncc1,.,.,3.2,5.7,.,-3,.,-4,.
Nc1ccc(O)c(-c2nc3ccccc3s2)c1,4,97,-0.2,2.1,0,-8,-2,-6,0
C/C(=N\O)C1/C(=N/O)CC2C1C2(C)C (configuration not stated),4,106,0.5,-0.4,9,-4,-4,-5,10
CCN(CC)CCCNc1nc(CN2CCOCC2)nc2sc3c(c12)CCC3,-7,95,-1.2,-0.3,-1,1,8,7,-10
O=C(NCc1cccnc1)Nc1ccc(Br)cc1,0,96,7.0,1.3,9,-4,-1,0,-4

# Whole records as entered above. Values in the order: M18AAP inhibitor | MEKK2wt PB1 HTS | V1aR counter | OXTR ag | NALP1 yeast inh | OXTR potentiator | GPR7 antag | GalR3 antag | MEKK2mut PB1 HTS
# Fc1ccc(-c2csc3ncnc(Cl)c23)cc1 as listed: 8 | 117 | -0.3 | -2.2 | 18 | -11 | -2 | -1 | 14
# CNC(=O)/C(C#N)=C/c1c(F)cccc1Cl as listed: -2 | 97 | 0.5 | 0.3 | 47* | 1 | -1 | 5 | -2

# Next part
SMILES,M18AAP inhibitor,MEKK2wt PB1 HTS,V1aR counter,OXTR ag,NALP1 yeast inh,OXTR potentiator,GPR7 antag,GalR3 antag,MEKK2mut PB1 HTS
COc1cccc(CNc2ccc3c(c2)ncn3C(C)C)c1OC,12,99,0.5,0.2,18,-1,-5,0,12
COc1ccccc1CCNC(=O)c1nc(-c2cccs2)no1,-12,96,-0.3,-2.0,12,-1,-9,-6,-7
Clc1ccc(-n2ncc3c(NCc4ccccn4)ncnc32)cc1,11,112,0.9,2.5,-6,3,7,-5,-1
O=C(Nc1ccnn1C1CCN(Cc2ccc(F)cc2)CC1)C1CC1,-1,102,.,.,10,.,-15,-3,5
CC(C)NC(=O)c1ccccc1NC(=O)Cc1ccc(Br)cc1,-5,87,-0.3,-0.6,-3,-5,-5,-1,-5
O=C(NC1CCCCCCC1)C1CCCN(S(=O)(=O)c2cnc[nH]2)C1 (configuration not stated),5,103,0.3,0.8,-3,6,-2,-1,0
CC(C)(C)NC(=O)Cn1nnc(-c2ccccc2Cl)n1,-4,99,0.4,0.3,22,-2,-6,0,1
CN(C)CC/C=C1\c2cc(Cl)ccc2Sc2cc(F)c(F)cc21,.,.,5.9,16,.,-4,.,-3,.
O=C(O)COc1ccc(/C=N/NC(=O)c2cn(-c3ccccc3)nc2-c2ccccc2)cc1,-13,104,-0.1,-0.8,9,-5,-7,-7,4
COc1ccc(Cl)cc1C(=O)NNC(=O)CSc1nncn1C,.,.,0.3,1.9,.,1,.,-5,.
COc1cccc(CNC(=O)CSc2ccc(-c3ccccn3)nn2)c1,3,102,-0.7,0.0,30,-3,-5,7,-1
Cc1ccccc1NS(=O)(=O)c1ccc(NC(=O)c2ccco2)cc1,7,97,5.0,5.5,21,-12,-8,-2,0
O=C1c2ccccc2NC(c2ccccc2)N1NS(=O)(=O)c1ccccc1 (configuration not stated),5,97,-0.7,-0.7,0,3,-5,4,-7
Cc1ccc(-c2nnc(N3CCCCC3)c3ccccc23)cc1,-7,97,0.0,-3.1,16,-4,-10,1,9
